# MEP2 TOR yeast = modulators of MEP2-GFP levels in yeast, primary screen, S. cerevisiae, multiplex flow cytometry, MLPCN library; S. cerevisiae MEP2-GFP strain, 3 h; 100% = DMSO control level; GFP response vs DMSO, % at 10 µM; hit rate 0.51% among 330,000;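 active = GFP response versus DMSO above a set limit, roughly screen mean plus 3 SD, cut at about 180% in these data; inconclusive = fewer than 70 cells counted for a yeast strain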;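 also: median GFP fluorescence of the barcode-gated MEP2-GFP cells per well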
# AGP1-GFP MLPCN = modulators of AGP1-GFP expression in yeast TOR pathway, primary screen, cell-based, multiplex flow cytometry, S. cerevisiae, MLPCN library; 3 h; GFP as percent of DMSO wells; GFP response vs DMSO, % at 10 µM; AID 2066, 2009; hit rate 0.02% among 320,000;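 active = GFP response relative to DMSO above a set limit, near screen average plus 3 SD, cut at about 150% in these data; inconclusive = fewer than 70 cells counted for the yeast strain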;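 also: median GFP channel fluorescence of the gated AGP1 strain per well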
# RPL19A TOR yeast = RPL19A-GFP expression modulators in yeast, primary screen, cell-based, S. cerevisiae, multiplex flow cytometry, MLPCN. S. cerevisiae RPL19A-GFP strain, 3 h; stronger effect = lower value. percent response vs DMSO, % at 10 µM. AID 2025, 2009. hit rate 0.3% among 330,000;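 active = percent response vs DMSO below 50%; inconclusive = fewer than 70 events counted for the yeast strain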;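 also: median channel GFP fluorescence of the barcoded RPL19A-GFP strain; ratio of sample median GFP to plate DMSO average so 100% = DMSO; lower means less RPL19A-GFP as with rapamycin TOR inhibition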
# LAP4-GFP MLPCN = modulators of LAP4-GFP expression in yeast, primary screen, S. cerevisiae, multiplex flow cytometry, MLPCN library; 3 h; median GFP as percent of DMSO wells; GFP response vs DMSO, % at 10 µM; hit rate 0.34% among 320,000; AID 2023, 2009;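 active = GFP response vs DMSO above a set limit, about the screen mean plus 3 SD, cut at about 150% in these data; inconclusive = under 70 cell events counted for the yeast strain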
# CIT2 TOR yeast = modulators of CIT2-GFP expression in yeast, primary screen, S. cerevisiae, GFP fusion, multiplex flow cytometry, MLPCN library. hit rate 0.065% among 320,000. GFP response vs DMSO, % at 10 µM. S. cerevisiae CIT2-GFP strain, 3 h; 100 means same as DMSO wells;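 active = GFP response relative to DMSO above a set limit, near the screen mean plus 3 SD, cut at about 150% in these data; inconclusive = Fewer than 70 cells measured for a yeast strain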;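 also: ratio of well median GFP fluorescence to mean of DMSO wells on the plate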
# AHR act = AHR activators, primary screen, cell-based, luminescence, luciferase reporter, human; Aryl hydrocarbon receptor (Homo sapiens), P35869; AHR-responsive luciferase reporter cells; activation, % at 5 µM; hit rate 2.5% among 320,000; AID 2796, 2010; in the data active = activation above about 47%;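 also: 0% = vehicle wells and 100% = reference agonist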
# Target sequence (P35869 whole entry, looked up): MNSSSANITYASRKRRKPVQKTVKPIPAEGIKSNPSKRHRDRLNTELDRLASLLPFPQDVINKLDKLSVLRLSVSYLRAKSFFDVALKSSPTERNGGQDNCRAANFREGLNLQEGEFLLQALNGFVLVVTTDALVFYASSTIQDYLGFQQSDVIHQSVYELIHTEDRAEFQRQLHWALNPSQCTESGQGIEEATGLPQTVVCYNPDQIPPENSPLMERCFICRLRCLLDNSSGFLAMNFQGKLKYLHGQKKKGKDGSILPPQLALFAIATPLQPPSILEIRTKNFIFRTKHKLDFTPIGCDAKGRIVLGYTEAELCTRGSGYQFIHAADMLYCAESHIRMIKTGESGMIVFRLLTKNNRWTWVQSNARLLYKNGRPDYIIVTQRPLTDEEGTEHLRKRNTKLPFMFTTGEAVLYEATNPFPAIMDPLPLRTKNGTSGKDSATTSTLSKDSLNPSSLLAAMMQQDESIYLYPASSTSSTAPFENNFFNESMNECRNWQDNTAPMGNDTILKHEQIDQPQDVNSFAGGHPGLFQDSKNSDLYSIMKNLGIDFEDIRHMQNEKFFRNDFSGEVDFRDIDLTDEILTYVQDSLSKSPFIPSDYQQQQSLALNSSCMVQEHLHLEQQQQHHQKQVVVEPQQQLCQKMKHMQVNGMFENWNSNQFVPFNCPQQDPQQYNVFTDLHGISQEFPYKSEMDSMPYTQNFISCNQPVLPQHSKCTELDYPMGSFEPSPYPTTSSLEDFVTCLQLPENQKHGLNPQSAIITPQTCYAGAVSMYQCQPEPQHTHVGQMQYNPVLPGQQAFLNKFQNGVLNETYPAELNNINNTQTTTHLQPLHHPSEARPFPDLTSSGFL
# CR mimetic SO = reduction of superoxide in aged yeast, primary screen, HTS; S. cerevisiae aged cells, superoxide DHE fluorescence; stronger effect = lower value; superoxide response (% of plate mean), % at 10 µM; hit rate 0.18% among 330,000;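 active = superoxide response under a set limit, about three screen SD below normal, cut at about 65% in these data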;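 also: yeast aged for seven days with compound at 30 °C before DHE staining; 100% = average MFI of all compound-treated wells on the plate with controls excluded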
# Efflux pump inh = inhibitors of Candida efflux pumps in yeast, primary screen, S. cerevisiae, Nile Red, multiplex; AID 485275, 2010; S. cerevisiae Candida pump triplex; inhibition, % at 10 µM; hit rate 0.44% among 330,000;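 active = plate passing quality check with inhibition over a set limit, or well fluorescence over plate mean plus 4 SD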;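 also: Nile Red retained in pooled yeast measured as flow cytometry median fluorescence; 0% = buffer negative control and 100% = Enniatin B positive control; higher means more Nile Red kept so more efflux inhibition; some compounds called inactive have numbers as strong as hits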
# Active calls of the source: *; u = inconclusive; x = no result given; [ ] = remark or other dose.
compound	MEP2 TOR yeast	AGP1-GFP MLPCN	RPL19A TOR yeast	LAP4-GFP MLPCN	CIT2 TOR yeast	AHR act	CR mimetic SO	Efflux pump inh
COc1ccc2c(c1)c(C(=O)N/N=C/c1cn(C)c3ccccc13)c(C)n2C	101	109	98	109	96	32	84	0.0
COc1ccc(C(CNC(=O)C(=O)NC2CCCC2)N2CCN(C)CC2)cc1 (stereo not drawn)	90	98	90	91	74	7	110	0.3
Cc1ccc(CNCC2CCCO2)o1 (stereo not drawn)	102	103	101	107	102	0	91	-0.1
COc1ccc(F)cc1S(=O)(=O)N1CCC2(CC1)OCCN2S(=O)(=O)c1cccs1	105	117	104	108	110	1	98	0.0
CC(CC(=O)NC(C)c1ccc2c(c1)OCCO2)c1ccccc1 (stereo not drawn)	94	100	102	99	104	2	86	0.0
CNC(=O)/C=C/c1cc(C(=O)c2ccc(Cl)cc2Cl)cn1C	106	103	105	90	103	3	105	-0.1
COc1ccc(S(N)(=O)=O)cc1C(=O)OCC(=O)NC(C)(C#N)C1CC1 (stereo not drawn)	113	99	106	103	109	-1	80	0.4
O=C(CSC(=S)N1CCCCC1)Nc1nc(-c2ccccc2)c(-c2ccccc2)o1	100	94	96	96	100	1	80	-0.1
CCOC(=O)C1=c2/c(=C/c3ccncc3)c(N)c(C(=O)OC)n2C(=O)C(c2ccncc2)S1 (stereo not drawn)	97	101	101	99	106	4	134	0.1
Cc1cccc(CNC(=O)CC2C(=O)NCCN2C2CCCC2)c1 (stereo not drawn)	100	101	99	96	108	3	88	0.0
O=C(O)c1ccccc1-c1c2cc(I)c(=O)c(I)c-2oc2c(I)c(O)c(I)cc12	107	90	108	136	89	-2	96	-0.1
CC1=NN(C(N)=S)C(=O)C1N=Nc1ccc(Cl)cc1Cl (stereo not drawn)	110	95	102	105	108	x	100	-0.1
c1ccc(N2CCN(c3cnc4ccccc4n3)CC2)cc1	107	98	92	94	98	-7	100	-0.1
CC(C)C(c1nnnn1C1CCCC1)N1c2ccccc2CC1C (stereo not drawn)	102	108	105	107	103	-2	82	-0.2
CC1(C)CCC(=O)N2CC[C@H]3C[C@H](OC(=O)Nc4ccc(Br)cc4)C[C@@H]1[C@H]32	91	67	85	108	63	5	104	0.3
CCCCn1c(N)c(N(C)C(=O)c2cc3c(F)cccc3s2)c(=O)[nH]c1=O	88	103	90	92	93	2	101	0.2
O=C(NCCC1CCCCN1S(=O)(=O)c1ccccc1)C(=O)NCC1CCCO1 (stereo not drawn)	99	105	95	99	94	-4	110	0.1
COc1ccc(C(=O)Nc2ccc(NC(=O)C(C)C)nc2)cc1	92	104	101	94	101	-3	100	0.1
COc1ccc(/C(C)=N/NC(=O)CNC(=O)/C=C\c2ccccc2)c(OC)c1	99	107	102	97	98	5	94	0.3
COc1ccc(CC(=O)Oc2ccc(Br)cc2F)cc1S(=O)(=O)N1CCOCC1	97	91	94	95	91	11	91	0.1
CCOc1cc(CNc2ccc(N(C)C)cc2)cc(Br)c1OCC(=O)NC(C)(C)C	88	89	90	81	89	20	89	-0.3
CCCCC(=O)Nc1ccc(N2CCN(S(C)(=O)=O)CC2)cc1	106	119	116	110	110	1	110	0.0
Cc1cccc(NC(=O)C2CCN(S(=O)(=O)c3ccc(Cl)cc3)CC2)n1	102	103	99	99	105	6	105	-0.1
CCOc1ccccc1Nc1nnc(SCc2nnc(-c3cc(OC)c(OC)c(OC)c3)o2)s1	105	96	103	98	96	31	98	0.7
COc1ccc(CC2(CO)CCN(CC3=CC[C@H]4C[C@@H]3C4(C)C)CC2)cc1	96	97	95	95	99	7	102	-0.1
COc1ccc(S(=O)(=O)NCC2CCCN(Cc3ccccc3C)C2)cc1 (stereo not drawn)	88	91	99	91	84	-1	95	0.1
Cc1ccc(C(=O)N/N=C(/CC(=O)c2cccs2)C(F)(F)F)cc1	96	92	98	78	94	62*	101	0.2
Cc1cc(=O)n2c(-c3ccccc3C)n[nH]c2n1	84	81	83	81	85	13	102	-0.1
CCOC(=O)c1cc(/C(C)=N/OC(=O)c2ccc(C(C)(C)C)cc2)on1	99	100	103	101	111	-1	102	x
O=C(Nc1sc2c(c1C(=O)O)CCC2)c1cccc(Cl)c1	105	99	105	98	101	15	136	-0.2
Fc1ccc(Cn2nnc(-c3ccc(Cl)cc3)n2)cc1	103	98	102	93	97	-4	99	0.0
COc1ccccc1C(O)c1nccn1C (stereo not drawn)	103	117	103	111	105	-2	88	0.1
O=C(CCC1CCN(C(=O)c2ccccc2Cl)CC1)NCc1ccc(F)cc1	112	106	104	112	98	-3	102	0.1
Cc1ccc(S(=O)(=O)Cc2ccc(C(=O)N3CCCC3)o2)cc1	100	112	103	99	106	-1	101	-0.1
Cc1[nH]c2ccccc2c1C1C(c2ccccc2)=NN=C(C(C)C)N1O (stereo not drawn)	101	108	101	98	107	26	95	0.1
C[C@@H]1COC(=O)[C@H](CC(=O)OC(C)(C)C)C/C=C\C[C@@H](CC(=O)NCCO)C(=O)N1	88	89	87	89	80	2	107	0.0
CCOc1ccccc1NC(=O)CCNC(=O)c1ccco1	100	96	99	80	86	5	94	0.1
CN(C(=O)COC(=O)C1(C)CC1(Cl)Cl)c1c(N)n(Cc2ccccc2)c(=O)[nH]c1=O (stereo not drawn)	95	97	96	92	89	1	109	0.4
Cc1ccc2c(C(=O)CN3CCCCC3CCO)c(C)[nH]c2c1 (stereo not drawn)	93	95	93	90	95	26	108	0.3
CCOc1ccc(NC(=O)C2CCC(CNc3c(N4CCOCC4)c(=O)c3=O)CC2)cc1 (stereo not drawn)	104	105	103	107	99	0	90	-0.2
Cc1cnc(NC(=O)Cc2cccs2)s1	93	94	94	109	90	6	93	0.0
COc1ccc(CCNc2nc(C)cc(=O)[nH]2)cc1OC	102	101	104	93	x	0	100	-0.1
COc1cc(C(=O)NCC(=O)N/N=C(\C)Cc2ccccc2)cc(OC)c1OC	93	98	97	91	101	2	82	0.2
Cc1cccc(NC(=O)N2CCCC2C(=O)Nc2ccccc2)c1 (stereo not drawn)	100	105	97	107	103	-1	91	-0.1
COc1ccc(C)cc1S(=O)(=O)N1c2ccccc2CC1C (stereo not drawn)	95	93	94	118	82	-4	107	0.1
Cn1c(SCC(=O)N2CCCC2)nnc1-c1ccc(S(=O)(=O)N2CCCC2)cc1	102	x	99	98	94	-4	103	0.2
Cc1ccccc1CSc1nc2ccccc2c(=O)[nH]1	100	89	99	90	91	23	100	0.2
Cc1ccc(NC(=O)Cn2nc(C)c(S(=O)(=O)N(C)C)c2C)cc1	102	102	101	111	101	1	88	-0.1
NC(=O)C1(NC(=O)[C@@H]2CC3(CC(c4cccc(NC(=O)[C@@H]5CCC(=O)N5)c4)=NO3)CN2C(=O)c2cnccn2)CC1 (stereo partly drawn)	106	101	104	109	99	6	98	-0.1
Cc1cccc(C)c1OCC(=O)N=Nc1c(O)[nH]c2ccc(Br)cc12	110	102	100	111	102	3	126	0.0
Cc1cc(Cl)c(OCCOCCN2CCCC(C)C2)c(Br)c1 (stereo not drawn)	103	114	100	107	113	0	89	-0.2
COc1ccc(CNC(=O)CN(Cc2ccccc2)C(=O)c2csnn2)cc1	111	104	100	108	102	2	104	0.4
NC(=O)CC(NC(=O)c1ccccc1)c1ccc(NC2CCCC2)c([N+](=O)[O-])c1 (stereo not drawn)	92	86	99	101	76	1	99	0.0
NNc1nc2c(-c3ccc(Cl)cc3)nnn2c2ccccc12	116	17	72	120	63	97*	99	-0.1
COc1ccc(NC(=O)C(C)Sc2nnc(C3CC3)n2C2CC2)cc1 (stereo not drawn)	97	91	96	87	87	-1	92	-0.2
COc1ccc(OCC(=O)Nc2nnc(C)s2)cc1	104	94	x	92	96	2	92	0.1
Cc1cccc(NC(=O)c2nc[nH]c2C(=O)N[C@@H](CCCCNC(=O)OC(C)(C)C)C(=O)OC(C)(C)C)c1	95	86	102	118	96	2	106	0.0
COc1ccc(N2C(S)=C(C#N)C(=O)NC23CCCCC3)cc1	104	102	101	97	103	-1	98	0.1
COc1ccccc1N1CCN(C2CCN(S(=O)(=O)c3ccc4ccccc4c3)CC2)CC1	103	104	104	105	105	-2	93	-0.2
Cc1c(C(=O)Nc2ccccc2F)sc2ncn(CC(=O)N3CCOCC3)c(=O)c12	95	98	97	95	95	0	96	0.0

# Three compounds already listed, sorted by number of heavy atoms, ascending.
compound	MEP2 TOR yeast	AGP1-GFP MLPCN	RPL19A TOR yeast	LAP4-GFP MLPCN	CIT2 TOR yeast	AHR act	CR mimetic SO	Efflux pump inh
Cc1cc(Cl)c(OCCOCCN2CCCC(C)C2)c(Br)c1 (stereo not drawn)	103	114	100	107	113	0	89	-0.2
C[C@@H]1COC(=O)[C@H](CC(=O)OC(C)(C)C)C/C=C\C[C@@H](CC(=O)NCCO)C(=O)N1	88	89	87	89	80	2	107	0.0
COc1ccccc1N1CCN(C2CCN(S(=O)(=O)c3ccc4ccccc4c3)CC2)CC1	103	104	104	105	105	-2	93	-0.2

# (cont.)
compound	MEP2 TOR yeast	AGP1-GFP MLPCN	RPL19A TOR yeast	LAP4-GFP MLPCN	CIT2 TOR yeast	AHR act	CR mimetic SO	Efflux pump inh
COc1ccccc1NC1=C(Cl)C(=O)N(C2CCCCC2)C1=O	97	95	94	112	92	1	93	0.0
O=C(NC1CCCCC1)c1ccc(-c2ccccc2F)o1	109	105	104	111	110	11	91	0.2
NC(=O)[C@H](Cc1cc2ccccc2s1)NC(=O)[C@@H]1CC2(CC(c3cccc(NC(=O)[C@@H]4CCC(=O)N4)c3)=NO2)CN1C(=O)/C=C/c1c(F)cccc1Cl (stereo partly drawn)	95	87	103	100	108	8	85	0.0
O=C(Oc1cccc(Br)c1)c1cccnc1	109	93	92	x	85	2	96	-0.2
CC(=O)c1cccc(OCCCOc2cccc3cccnc23)c1	98	95	101	93	88	3	97	0.0
CCCc1nc2c([nH]1)C(c1cccnc1)C(C#N)=C(N)O2 (stereo not drawn)	100	98	100	93	102	0	119	0.0
Cc1c(/C=N/NC(=O)C(C)(C)Oc2ccc(Cl)cc2)cnn1C	106	112	107	105	113	1	116	-0.1
COc1cc(/C=C/C(=O)O)cc(S(=O)(=O)NC2CCCC2)c1OC	110	108	109	115	96	1	75	-0.1
COc1cc(C(=O)NCCC(=O)NC(C)CCc2ccccc2)cc(OC)c1OC (stereo not drawn)	106	108	102	104	111	4	74	-0.1
CCCOCCOC(=O)c1[nH]c2c(c1C)C(=O)CC(c1cc(OC)ccc1OC)C2 (stereo not drawn)	102	98	102	97	103	-2	103	-0.1
O=C(NCC1CCCC(CNC(=O)Nc2ccc(Cl)cn2)C1)Nc1ccc(Cl)cn1 (stereo not drawn)	110	107	103	113	105	10	99	0.2
COC(=O)c1ccc(Nc2nc(N3CCOCC3)nc(N3CCOCC3)n2)cc1	108	101	100	110	99	2	125	0.2
Cc1nc2ccc(Cl)cc2c(-c2ccccc2Cl)c1CC(=O)O	90[may fluoresce red]	88[may fluoresce red]	u	72[may fluoresce red]	95[may fluoresce red]	-1	95	0.0
CCCCOC(=O)CSc1nc2c(c(=O)[nH]c(=O)n2C)n1C/C=C(\C)Cl	105	101	100	98	107	0	103	0.0
Cc1ccc(/C=C/c2nc3ccccc3c(=O)n2CCc2ccccc2)cc1	104	102	103	103	97	11	100	0.1

# Random draw from the library (roughly 3.9% active in at least one column).
